hIAP block: human IAP inhibitors, primary screen, biochemical, luminescence, uHTS. 330,000 tested, 0.12% active. purified IAP, CDP-Star luminescence, 30 min. inhibition, % at 10 µM. Intestinal-type alkaline phosphatase (Homo sapiens), P09923;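 active = inhibition reaching a set limit with compound at 10 µM in the primary screen, cut at about 35% in these data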;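 also: plate controls were DMSO wells with enzyme for no effect and no-enzyme buffer wells for full effect; values of inactives mirror those of a sister screen read the other way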
Target sequence (P09923 whole entry, looked up): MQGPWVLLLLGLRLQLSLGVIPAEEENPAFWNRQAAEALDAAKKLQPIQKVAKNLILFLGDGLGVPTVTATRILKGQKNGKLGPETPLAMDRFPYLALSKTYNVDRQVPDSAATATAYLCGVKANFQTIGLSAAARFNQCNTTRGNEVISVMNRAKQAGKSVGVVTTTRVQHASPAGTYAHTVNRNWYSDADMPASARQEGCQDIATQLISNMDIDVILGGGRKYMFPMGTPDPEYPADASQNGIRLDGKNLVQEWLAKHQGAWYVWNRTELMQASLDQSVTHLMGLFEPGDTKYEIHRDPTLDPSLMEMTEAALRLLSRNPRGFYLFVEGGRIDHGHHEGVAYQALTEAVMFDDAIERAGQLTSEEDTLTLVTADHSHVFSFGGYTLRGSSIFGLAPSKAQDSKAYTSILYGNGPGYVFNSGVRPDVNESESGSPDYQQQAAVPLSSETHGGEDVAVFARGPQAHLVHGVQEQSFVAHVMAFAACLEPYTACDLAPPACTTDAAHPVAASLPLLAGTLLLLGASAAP
mIAP inh: inhibitors of mouse IAP, primary screen, biochemical, luminescence, uHTS | intestinal alkaline phosphatase [Mus musculus] | purified mouse IAP, CDP-Star luminescence, 30 min | inhibition, % at 10 µM | 330,000 tested, 0.2% active | AID 2806, 2010;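 active = inhibition of at least 40% at 10 µM in the primary screen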;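 also: plate controls were DMSO with enzyme for no effect and no enzyme wells for full effect; values of inactives mirror those of a sister screen read the other way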
tim10-1 inh: growth inhibitors of tim10-1 mutant yeast, primary screen, luminescence, uHTS. AID 463190, 2010. S. cerevisiae tim10-1 ts strain growth, BacTiter-Glo, 24 h. inhibition, % at 20 µM. 330,000 tested, 2.2% active;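 active = inhibition of at least 40%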;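 also: mutant grown at 25 °C; 0% = DMSO wells with yeast and 100% = wells holding no yeast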
MIN6 prolif: inducers of MIN6 beta-cell proliferation, primary screen, ATP luminescence, uHTS. 330,000 tested, 0.29% active. AID 2380, 2010. MIN6 cells proliferation, ATPlite luminescence, 48 h; cells starved in 0.2% serum; 100% = growth in 10% serum. proliferation, % at 10 µM;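 active = compounds whose signal lies at least 3.5 SD above the mean of all wells on their plate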;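 also: 0% = DMSO-treated cells in low-serum medium and 100% = 10% serum control; some compounds called inactive have numbers as strong as hits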
APOBEC3A inh: APOBEC3A ssDNA deaminase inhibitors, primary screen, selectivity assay for APOBEC3G inhibitor project, biochemical, FAM/TAMRA oligo cleavage fluorescence. DNA dC->dU-editing enzyme APOBEC-3A (Homo sapiens), P31941. recombinant A3A, FAM/TAMRA ssDNA deamination fluorescence. inhibition, % at 20 µM. 330,000 tested, 0.41% active. AID 493011, 2011;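 active = at least 40% inhibition at 20 µM here, with at most 30% in a related deaminase screen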;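 also: plate controls were A3A with DMSO for no effect and wells lacking A3A enzyme for full effect; some results filed as inactive read as strong as hits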
Target sequence (P31941 whole entry, looked up): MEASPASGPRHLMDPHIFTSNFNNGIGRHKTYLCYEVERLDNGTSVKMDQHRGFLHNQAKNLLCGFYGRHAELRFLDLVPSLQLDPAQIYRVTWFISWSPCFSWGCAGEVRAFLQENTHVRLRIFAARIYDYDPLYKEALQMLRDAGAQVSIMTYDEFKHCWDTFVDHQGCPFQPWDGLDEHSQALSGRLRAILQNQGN
TIM10 inh: growth inhibitors of isogenic TIM10 control yeast, primary screen, counter-screen for tim10-1 yeast inhibitor project, luminescence, uHTS; S. cerevisiae TIM10 strain growth, BacTiter-Glo luminescence, 24 h; inhibition, % at 10 µM; 330,000 tested, 1.4% active;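 active = inhibition of 40% or more at the single tested concentration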;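 also: wild-type TIM10 isogenic control strain grown at permissive 25 °C; 0% = DMSO yeast wells and 100% = minimal medium wells without yeast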
APOBEC3G inh: APOBEC3G DNA deaminase inhibitors, primary screen, biochemical, fluorescence, single-stranded DNA substrate, uHTS; AID 493012, 2011; 330,000 tested, 0.28% active; recombinant A3G, ssDNA deamination FAM/TAMRA fluorescence; inhibition, % at 20 µM; DNA dC->dU-editing enzyme APOBEC-3G (Homo sapiens), Q9HC16;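 active = inhibition of at least 40% at 20 µM, with no more than 30% in the related APOBEC3A deaminase screen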;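 also: plate controls were DMSO wells with A3G for no effect and wells lacking A3G enzyme for full effect; some compounds called inactive have numbers as strong as hits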
Target sequence (Q9HC16 whole entry, looked up): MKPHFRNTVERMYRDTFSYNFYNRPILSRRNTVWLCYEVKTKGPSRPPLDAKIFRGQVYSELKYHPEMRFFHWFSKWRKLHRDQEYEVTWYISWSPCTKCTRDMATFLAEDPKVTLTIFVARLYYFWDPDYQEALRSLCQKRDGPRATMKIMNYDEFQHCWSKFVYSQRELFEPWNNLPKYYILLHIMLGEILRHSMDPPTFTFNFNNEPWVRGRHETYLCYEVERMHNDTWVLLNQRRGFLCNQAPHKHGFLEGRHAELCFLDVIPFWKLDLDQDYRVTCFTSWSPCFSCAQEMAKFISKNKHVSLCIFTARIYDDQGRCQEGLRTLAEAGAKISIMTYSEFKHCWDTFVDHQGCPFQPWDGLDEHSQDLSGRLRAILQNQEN
NALP3 yeast inh: NALP3 inflammasome inhibitors in reconstituted yeast, primary screen, luminescence, uHTS; Yeast reconstituted NLRP3/ASC/caspase-1, beta-gal luminescence, 24 h; inhibition, % at 10 µM; 330,000 tested, 0.39% active; AID 2825, 2010;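 active = inhibition of 50% or more; inactive = inhibition below 50%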;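 also: plate controls were induced DMSO wells for no effect and uninduced yeast grown without galactose for full effect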
mIAP activ: activators of mouse IAP, primary screen, biochemical, luminescence, uHTS | AID 2805, 2010 | intestinal alkaline phosphatase [Mus musculus] | 330,000 tested, 0.24% active | activation factor at 10 µM | muIAP, CDP-Star luminescence, 30 min; hits give high values; 1 = vehicle-only enzyme signal, 0 = enzyme-free wells;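 active = activation factor of at least 2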; also: the source names both 10 and 20 µM as test concentration; values of inactives mirror those of a sister screen read the other way
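System: mouse IAP enzyme. Reagent: CDP-Star chemiluminescent phosphatase substrate. Benchmarks: DMSO wells, no-enzyme wells. Times: 30 min enzyme-substrate-compound incubation at room temperature. Detection: luminescence from enzymatic CDP-Star hydrolysis. Doses: test compounds delivered from DMSO solution.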
* = called active by the depositor; / = not tested or not shown.

Compound | hIAP block | mIAP inh | tim10-1 inh | MIN6 prolif | APOBEC3A inh | TIM10 inh | APOBEC3G inh | NALP3 yeast inh | mIAP activ
Cc1ccc(CCNC(=O)CS(=O)Cc2nc(-c3ccccc3F)oc2C)cc1 (stereo not drawn) | -30.9 | -3.2 | 21.2 | 2.1 | 0.4 | 7.4 | -2.4 | -9.5 | 1.03
CCSc1nnc(NC(=O)c2ccc(C)cc2)s1 | 0.1 | 4.6 | -2.9 | -0.7 | -3.7 | 16.5 | -4.6 | 2.0 | 0.954
C/C(=N\Nc1nc2c(s1)CCCC2)c1ccccc1 | -9.9 | 13.3 | 25.9 | -6.0 | -3.5 | -16.6 | -3.6 | 32.4 | 0.867
CCN(CC)S(=O)(=O)c1ccc(=O)n(CC(=O)N2CCCc3cc(C)ccc32)c1 | 23.8 | -8.0 | 6.5 | -2.5 | -5.9 | 2.1 | -6.7 | 14.6 | 1.08
Cc1nc(N2CCN(c3ccccc3)CC2)[nH]c(=O)c1C | 15.9 | -2.9 | -2.9 | -1.8 | -0.5 | -2.3 | 4.5 | 0.0 | 1.03
CCc1nnnn1-c1ccc([N+](=O)[O-])cc1C | 14.7 | -4.5 | -5.3 | 1.5 | 1.2 | 0.3 | 2.5 | 20.8 | 1.04
CCOc1ccc(C(=O)NCC(=O)NCC(c2ccc(OC)cc2)N2CCCC2)cc1 (stereo not drawn) | -7.4 | 1.8 | -20.2 | -3.1 | 0.5 | -17.6 | -5.0 | -8.7 | 0.982
CCOC(=O)C1CCN(C(=O)c2ccc(OCC(=O)Nc3ccc(OCC)cc3)c(OC)c2)CC1 | 1.1 | -8.1 | 35.9 | 0.3 | 4.5 | 15.7 | -1.4 | 8.0 | 1.08
CCc1nnc(NC(=O)CCCSc2nc3ccccc3[nH]2)s1 | 9.4 | 19.8 | 10.5 | -0.9 | 2.0 | 13.6 | -5.0 | 15.6 | 0.802
COc1cc(/C=C2\NC(=S)N(C)C2=O)ccc1OCc1cccc(F)c1 | 9.4 | 6.8 | 3.3 | -3.6 | -3.3 | 0.4 | -7.6 | 11.5 | 0.932
O=C(NCc1cccs1)c1ccc(S(=O)(=O)N2CCOCC2)cc1 | -5.4 | -11.1 | 14.7 | -2.2 | -7.3 | -0.7 | 0.5 | -15.6 | 1.11
COc1ccc(NC(=S)N2CCC(C(=O)c3ccc(C)cc3)CC2)cc1 | -21.2 | 6.5 | 19.1 | -0.6 | -6.7 | 9.4 | -10.1 | 32.8 | 0.935
O=C(Nc1ccccc1Cl)c1cc(S(=O)(=O)N2CCCC(C(=O)O)C2)ccc1F (stereo not drawn) | 8.8 | 4.1 | 16.5 | -0.9 | 0.5 | -4.2 | -2.6 | 6.9 | 0.959
Cc1ccc(CCNC(=O)c2nnc(CS(=O)(=O)c3ccccc3)o2)cc1 | 7.9 | 9.8 | 19.2 | 2.3 | -6.2 | 6.0 | -4.3 | 1.1 | 0.902
N#C/C(=C\c1c(N2CCN(Cc3ccccc3)CC2)nc2ccccn2c1=O)S(=O)(=O)c1ccccc1 | 12.0 | 9.2 | 20.2 | -0.6 | -1.3 | 7.6 | 0.1 | 14.1 | 0.908
O=C(NNc1c(Cl)cc(Cl)cc1Cl)C1CCC1 | -1.4 | 7.7 | -6.5 | -1.8 | 1.4 | -0.9 | -0.2 | 21.5 | 0.923
Cc1nn(C)c(Oc2ccccc2)c1CCNC(=O)CCl | 6.8 | 4.6 | -1.7 | -3.1 | -3.2 | -1.9 | -7.5 | -0.1 | 0.954
COc1ccc(-n2ccnc(SCC(=O)NC3CCCC3)c2=O)cc1 | -5.1 | 24.0 | 18.6 | -0.6 | -6.6 | 9.7 | -2.2 | 13.1 | 0.76
Cc1cccc(NC(=O)c2cccc(S(=O)(=O)N3CCCC3)c2)n1 | 8.4 | 8.1 | 6.6 | -3.9 | -1.5 | 5.6 | -5.3 | -5.6 | 0.919
CCc1ccc(C(=O)O)cc1 | 23.2 | 3.0 | 7.5 | 2.4 | -4.0 | 8.8 | -2.1 | 9.7 | 0.97
COc1ccc(C(=O)Nc2ccc(F)cc2F)cc1OC | -2.2 | 2.0 | -0.9 | 0.8 | 1.2 | 4.5 | -1.5 | 4.0 | 0.98
C/C(=N\O)C(C)Oc1ccc(Cl)cc1 (stereo not drawn) | -5.3 | -6.7 | -27.5 | -1.3 | -1.2 | -15.2 | -6.6 | 22.1 | 1.07
O=C(Nc1ccc(Br)cc1)C1CCN(c2cnccn2)CC1 | 8.0 | 5.0 | 18.0 | 4.4 | 0.5 | -7.6 | -2.0 | 7.8 | 0.95
C=CC[C@@H](CC(=O)N[C@H](CO)Cc1ccccc1)C(=O)N[C@H](COC(=O)[C@@H](CC=C)Cc1ccc(F)cc1)C(C)(C)C | -12.1 | -9.9 | 18.0 | -5.4 | -1.6 | 2.0 | -9.0 | 18.3 | 1.1
COc1ccc(CNC(=O)c2nnn(-c3cccc(C(F)(F)F)c3)c2N)cc1 | -2.1 | 0.8 | -12.4 | -3.2 | -9.7 | -1.3 | -6.7 | 33.8 | 0.992
CCc1n(CC(O)COC2CCCCC2)c2ccccc2[n+]1C (stereo not drawn) | -5.4 | -8.1 | -3.9 | -3.5 | 66.6* | 1.5 | 20.2 | 6.3 | 1.08
CCCCc1n[nH]c2c1C(=O)CC(C)(C)C2 | -2.7 | 6.5 | 5.8 | -1.7 | 0.4 | 8.2 | -2.0 | 10.6 | 0.935
CC(=O)N(Cc1ccccc1)c1ccccc1C(=O)O | 6.8 | -4.3 | 2.0 | -0.9 | 0.4 | -7.0 | -1.3 | 11.6 | 1.04
CCN(c1ccccc1)S(=O)(=O)c1cccc(C(=O)N(C)CCOc2ccccc2)c1 | -17.3 | 4.9 | -18.8 | -5.4 | -2.3 | -19.5 | -3.8 | -2.2 | 0.951
CC1(C)CC2CN(C(=O)Cc3ccccc3)C(C)(C2)C1 (stereo not drawn) | 1.7 | 1.3 | 24.7 | -0.9 | 2.5 | 1.6 | 0.4 | 2.6 | 0.987

Later entries:
Compound | hIAP block | mIAP inh | tim10-1 inh | MIN6 prolif | APOBEC3A inh | TIM10 inh | APOBEC3G inh | NALP3 yeast inh | mIAP activ
Cc1ccc(S(=O)(=O)N/N=C/c2ccc(O)cc2O)cc1[N+](=O)[O-] | 1.4 | 4.1 | 3.9 | -4.2 | 2.0 | 7.0 | 0.9 | -5.7 | 0.959
CC(=O)c1cc2c(cc1NC(=O)c1cc3nc(C(C)C)cc(C(F)(F)F)n3n1)OCO2 | 3.9 | 1.7 | -5.5 | 0.2 | -10.4 | 6.4 | -10.2 | 4.2 | 0.983
COc1ccc(NC(=O)NNC(=O)c2ccc(-c3ccccc3)cc2)c(OC)c1 | -30.2 | 6.3 | 3.8 | 0.3 | -0.2 | 7.9 | -6.3 | 4.4 | 0.937
CCC(C)(C)C1CCc2[nH]nc(C(=O)NCCN3CCOCC3)c2C1 (stereo not drawn) | -30.4 | -0.2 | 4.6 | 3.0 | -2.1 | 0.0 | 4.1 | 15.8 | 1
COc1cccc(-c2c(-c3cc(OC)cc(OC)c3)n(C)c3ccc(-c4ccc(OC)nc4)cc23)c1 | -1.6 | 4.1 | 6.1 | -7.1 | -2.3 | -0.3 | -8.0 | 5.3 | 0.959
CCN1C(=O)[C@@H]2[C@@H](c3ccc(-c4ccc(C(C)=O)cc4)cc3)N3CCCC[C@@]3(C(=O)OC)[C@@H]2C1=O | 20.1 | 1.3 | 2.2 | -7.8 | 1.7 | 10.4 | 0.7 | 26.2 | 0.987
Clc1ccc2nc(-c3ccc4c(c3)OCO4)cn2c1 | -6.0 | 6.8 | 9.8 | -5.7 | -0.7 | -4.9 | -3.8 | 15.8 | 0.932
CN(CCC#N)Cc1cc(=O)oc2ccc3ccccc3c12 | -29.4 | -2.2 | 20.6 | 0.4 | -0.2 | 14.2 | -0.7 | 23.9 | 1.02
COc1ccnc(Oc2ccc(F)cc2)c1C(=O)N/C=N/OCc1ccc(F)cc1Cl | -12.6 | 4.3 | 30.6 | -3.7 | -2.0 | 27.1 | -2.4 | 16.2 | 0.957
O=C(CSc1nnc(SCc2ccc(Cl)cc2)s1)N/N=C/c1ccccc1C(=O)O | -4.9 | 5.8 | 9.5 | -1.6 | -4.2 | 20.4 | -5.8 | 0.6 | 0.942
CCCCCN(CCCCC)C(=O)C(CCC(=O)O)NC(=O)c1ccc(Cl)c(Cl)c1 (stereo not drawn) | 6.0 | 0.2 | -4.4 | -2.9 | 2.2 | 7.2 | -5.5 | 2.2 | 0.998
O=C1OC(N2CCN(C(=O)C3CCCO3)CC2)c2ccccc21 (stereo not drawn) | -10.7 | -5.8 | 5.7 | -1.6 | -5.8 | 0.6 | -6.8 | 7.0 | 1.06
O=C(/C=C/c1ccc(OC2CSC2)cc1)c1ccccc1 | -7.1 | 13.9 | 43.5* | -6.0 | 1.5 | 22.6 | -2.2 | 39.8 | 0.861
COC(=O)c1ccc(CSC2=NC[C@@H]3[C@@H]4C(=O)N(Cc5ccccc5)C(=O)[C@@H]4[C@](Cc4ccccc4)(C(=O)OC)N23)cc1 | / | -3.3 | 24.9 | / | -2.0 | 6.3 | -3.3 | / | 1.03
O=C(NC(=S)Nc1ccc(S(=O)(=O)N2CCCCC2)cc1)c1cccs1 | -5.0 | 16.6 | 18.0 | 0.0 | -1.9 | -6.9 | -5.3 | 6.1 | 0.834
Cn1c(=O)c2c(ncn2CC(=O)OCC(=O)Nc2ccccc2)n(C)c1=O | -7.3 | 2.4 | 4.0 | -3.6 | 4.5 | 16.8 | -2.7 | -3.0 | 0.976
O=S(=O)(Nc1cccc(-c2nc3cccnc3s2)c1)c1cccs1 | 0.0 | -4.6 | 14.7 | -1.4 | -0.5 | -1.6 | -0.2 | 0.8 | 1.05
O=C(CCN1CCN(c2ccccc2F)CC1)Nc1ccccc1F | 10.1 | 1.8 | -13.0 | -3.1 | 2.3 | -4.9 | -6.4 | 18.3 | 0.982

Record cards, as listed above. Values in the order: hIAP block | mIAP inh | tim10-1 inh | MIN6 prolif | APOBEC3A inh | TIM10 inh | APOBEC3G inh | NALP3 yeast inh | mIAP activ
`O=C(NCc1cccs1)c1ccc(S(=O)(=O)N2CCOCC2)cc1` as listed: -5.4 | -11.1 | 14.7 | -2.2 | -7.3 | -0.7 | 0.5 | -15.6 | 1.11
`CC(=O)c1cc2c(cc1NC(=O)c1cc3nc(C(C)C)cc(C(F)(F)F)n3n1)OCO2` as listed: 3.9 | 1.7 | -5.5 | 0.2 | -10.4 | 6.4 | -10.2 | 4.2 | 0.983

APOBEC3A inh, what is marked active above
Structure,hIAP block,mIAP inh,APOBEC3A inh,APOBEC3G inh,NALP3 yeast inh,mIAP activ
CCc1n(CC(O)COC2CCCCC2)c2ccccc2[n+]1C (stereo not drawn),-5.4,-8.1,66.6*,20.2,6.3,1.08

Bioassay records as filed in PubChem BioAssay.
